Bioassay records: PubChem BioAssay, National Center for Advancing Translational Sciences (NCATS)
WRN helicase inh: qHTS for Inhibitors of WRN Helicase | Bifunctional 3'-5' exonuclease/ATP-dependent helicase WRN (Homo sapiens), Q14191 | WRN helicase unwinding, fluorescent forked duplex, kinetic | Potency, µM (top dose mostly 114 µM), inactives show top-dose activity change, negative = inhibition, hits mostly inhibitors | actives 0.46% (n = 360,000) | AID 651768, 2012; also: potency is read from the fitted curve at half-maximal effect; % is scaled to controls: 0 for no effect and ±100 for the full control effect; nearly all actives have a fitted effect of over 55% in size
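Kinetic fluorescence helicase assay: unwinding of a quenched forked DNA duplex (100 nM final) with 2 mM ATP final raises red fluorescence (525/598 nm). Compounds sat 15 min at room temperature with 20 nM WRN beforehand.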
MmCpn inh: Inhibitors of TCP-1 ring complex (TRiC) of Methanococcus maripaludis (MmCpn): qHTS. actives 0.031% (n = 330,000). Potency, µM (doses to about 76.9 µM), for the others: at the top dose activity, negative = inhibition, usual class: inhibitors. purified Mm-Cpn ATPase, ADP Transcreener TR-FRET. Chaperonin Mm-Cpn (Methanococcus maripaludis); also: potency is read from the fitted curve at half-maximal effect; % is scaled to controls: 0 for no effect and ±100 for the full control effect; nearly all actives have a fitted effect of over 80% in size
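Reaction buffer contained 30 mM Tris pH 7.4, 100 mM KCl, 5 mM MgCl2 and 1 mM DTT. Mm-CPN (25 nM final) hydrolysed 10 uM ATP over 30 min at 37°C; ADP was read by HTRF.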
CCT chaperon mod: High-Throughput Screening for Modulators of Cytosolic Chaperonin Activity; purified chaperonin ATPase assay, HTRF ADP detection, 30 min; activity change, % (test concentration not listed), hits read low; actives 0.3% (n = 360,000); AID 651819, 2012; in the data active = activity change below about -30%; also: % is scaled to controls: 0 for no effect and ±100 for the full control effect
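ATPase activity: ADP formed was measured by HTRF Transcreener (665/615 nm ratio) after 30 min at 37 deg C with 10 uM ATP. Compounds screened at one 76 uM concentration against 40 or 20 nM TRiC in Tris pH 7.4/KCl/MgCl2/DTT buffer.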
EPAC2 antagonist: qHTS for Antagonist of cAMP-regulated guanine nucleotide exchange factor 2 (EPAC2): primary screen; AID 720708, 2013; actives 0.18% (n = 360,000); Potency, µM (doses to about 114 µM), for the others: at the highest dose activity, negative = inhibition, most hits filed as inhibitors; EPAC2 GEF exchange of Rap1B-BODIPY-GDP, fluorescence; Rap guanine nucleotide exchange factor 4 (Homo sapiens), Q8WZA2; also: potency is read from the fitted curve at half-maximal effect; % is scaled to controls: 0 for no effect and ±100 for the full control effect; nearly all actives have a fitted effect of over 45% in size; many of its hits are not listed in these tables
Target sequence (Q8WZA2 whole entry, looked up): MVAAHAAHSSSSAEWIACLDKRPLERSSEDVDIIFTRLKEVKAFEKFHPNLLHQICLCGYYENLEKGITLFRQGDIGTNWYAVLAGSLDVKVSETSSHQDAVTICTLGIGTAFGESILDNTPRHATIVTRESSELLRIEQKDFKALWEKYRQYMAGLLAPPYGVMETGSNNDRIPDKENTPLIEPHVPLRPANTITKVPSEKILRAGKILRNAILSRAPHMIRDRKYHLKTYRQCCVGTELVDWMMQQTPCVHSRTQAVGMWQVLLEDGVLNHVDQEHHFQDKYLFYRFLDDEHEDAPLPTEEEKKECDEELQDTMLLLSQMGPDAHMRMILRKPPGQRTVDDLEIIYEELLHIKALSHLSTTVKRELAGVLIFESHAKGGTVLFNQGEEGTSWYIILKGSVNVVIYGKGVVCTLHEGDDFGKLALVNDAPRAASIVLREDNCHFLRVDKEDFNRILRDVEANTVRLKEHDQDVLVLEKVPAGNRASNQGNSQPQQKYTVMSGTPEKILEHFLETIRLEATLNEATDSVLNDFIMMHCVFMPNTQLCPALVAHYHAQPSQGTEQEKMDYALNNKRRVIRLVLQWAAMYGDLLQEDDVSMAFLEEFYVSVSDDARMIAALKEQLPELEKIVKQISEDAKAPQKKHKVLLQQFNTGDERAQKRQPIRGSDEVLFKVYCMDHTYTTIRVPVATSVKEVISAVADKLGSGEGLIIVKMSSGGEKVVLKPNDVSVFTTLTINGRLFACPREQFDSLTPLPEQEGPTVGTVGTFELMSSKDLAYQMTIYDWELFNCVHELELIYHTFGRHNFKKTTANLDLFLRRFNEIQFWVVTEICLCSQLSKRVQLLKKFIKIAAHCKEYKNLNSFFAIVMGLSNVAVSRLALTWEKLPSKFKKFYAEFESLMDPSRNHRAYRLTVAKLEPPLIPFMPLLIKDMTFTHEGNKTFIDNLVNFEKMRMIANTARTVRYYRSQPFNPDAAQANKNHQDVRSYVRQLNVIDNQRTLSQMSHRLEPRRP
EPAC1 agonist: qHTS for Agonist of cAMP-regulated guanine nucleotide exchange factor 3 (EPAC1): primary screen; Potency, µM (highest dose often 154 µM), for the others: at the top dose activation, hits mostly activators; actives 0.073% (n = 360,000); EPAC1 agonist qHTS, biochemical assay; response scale: 100% = response to 6.5 mM cAMP; Rap guanine nucleotide exchange factor 3 (Homo sapiens), O95398; also: potency is read from the fitted curve at half-maximal effect; nearly all actives have a fitted effect of over 60% in size
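EPAC1 100 nM, Rap1B–BODIPY-GDP 250 nM, unlabeled GDP 50 uM; compound titration; 5 min RT; kinetic read ex480/em540 at 5-min intervals ×30 min; data normalized to 6.5 mM cAMP agonist control.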
EPAC1 antag: qHTS for Antagonist of cAMP-regulated guanine nucleotide exchange factor 3 (EPAC1): primary screen; actives 0.14% (n = 360,000); EPAC1 GEF assay, Rap1b-BODIPY-GDP exchange fluorescence; Potency, µM (highest dose often 115 µM), inactives show at the highest dose activity change, negative = inhibition, most hits filed as inhibitors;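 also: potency is read from the fitted curve at half-maximal effect; plate controls were vehicle for no effect and positive control for full effect; nearly all actives have a fitted effect of over 50% in size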
PLK1 PBD inh: qHTS for Inhibitors of PLK1-PDB (polo-like kinase 1 - polo-box domain): Primary Screen; Serine/threonine-protein kinase PLK1 (Homo sapiens), P53350; Plk1 PBD binding of FITC phosphopeptide, fluorescence polarization; Potency, µM, without a hit: max response, negative = inhibition, usual class: inhibitors; actives 2.8% (n = 360,000); also: potency is read from the fitted curve at half-maximal effect; series mostly up to about 57 µM; % is scaled to controls: 0 for no effect and ±100 for the full control effect; nearly all actives have a fitted effect of over 65% in size
PI5P4Ka inh: qHTS for Inhibitors of phosphatidylinositol 5-phosphate 4-kinase (PI5P4K) | actives 1.2% (n = 330,000) | max response, % | Phosphatidylinositol 5-phosphate 4-kinase type-2 alpha (Homo sapiens), P48426 | PI5P4Kalpha enzyme, ADP-Glo luminescence, 60 min; stronger effect = lower value; active = max response of -50% or lower; inconclusive = between -30% and -50%; inactive = -30% or higher; also: value at the top dose of about 77 µM; % is scaled to controls: 0 for no effect and ±100 for the full control effect
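Enzyme plus substrate dispensed, test compounds pinned in, then ATP (5 microM final) added. After 60 min at RT, ADP-Glo reagent 1 for 45 min and reagent 2 for 30 min preceded luminescence imaging.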
The depositor's hits bear a star; ? = inconclusive; / = no result given; [ ] = remark or other dose. Unless noted, calls follow the shape of the dose curve; as a rule, active = well fitted curve in the direction sought with a large enough effect; inconclusive = small, poorly fitted or top-dose-only effect, or another doubt; inactive = no such curve, though single readings can be large; an effect the other way counts as inactive or inconclusive. This is a subset; rates above refer to the full screens.

SMILES	WRN helicase inh	MmCpn inh	CCT chaperon mod	EPAC2 antagonist	EPAC1 agonist	EPAC1 antag	PLK1 PBD inh	PI5P4Ka inh
CCc1ccc(OCC(=O)N2CC(C(=O)OC)Oc3ccccc32)cc1 (stereo not given)	-3%[11.6 µM]	-3%	1.3	-15%	8%	-15%	-4%	0
COc1ccc(Cc2nnc(NS(=O)(=O)c3ccccc3)s2)cc1	-11%	0%	0.2	-9%	2%	-6%	?	-26
Cc1ccc(NC(=O)Cn2nc(C(=O)O)c3ccccc3c2=O)c([N+](=O)[O-])c1	-3%	2%	2.3	-21%	3%	-7%	-2%	-4
Cc1cccc2sc(N(CCCN(C)C)C(=O)c3ccc(Cl)s3)nc12	12%	-8%	-25	-7%	7%	-3%	-11%	10
Cc1cc(C)c(S(=O)(=O)N2CCN=C2c2ccccc2)c(C)c1	-5%	0%	1.2	-10%	4%	-1%	0%	2
O=C(CSc1ncnc2c1sc1ccccc12)Nc1ccc(Br)cc1	-19%	-3%	0.0	1%	-15%	7%	-16%	-3
CCCCN(C(=O)c1oc2ccc(OCC)cc2c1C)c1c(N)n(CC(C)C)c(=O)[nH]c1=O	-8%	-3%	-3.5	1%	1%	13%	-4%	-6
Cn1cccc1-c1nc2ccc(NC(=O)c3ccccc3)cc2[nH]1	-8%	0%	-0.5	3%	1%	6%	1%	-6
COc1ccc(NC2CCCN(C(=O)c3ccc(C)nc3)C2)cc1 (stereo not given)	-21%	-3%	-0.3	-1%	10%	0%	-1%	5
COc1cccc(C(=O)C2CCCN(Cc3cccn3-c3cccnc3)C2)c1 (stereo not given)	3%	0%	-0.6	6%	4%	-2%	-13%	-3

The closing two records of the part before come first, to join the parts.
SMILES	WRN helicase inh	MmCpn inh	CCT chaperon mod	EPAC2 antagonist	EPAC1 agonist	EPAC1 antag	PLK1 PBD inh	PI5P4Ka inh
COc1ccc(NC2CCCN(C(=O)c3ccc(C)nc3)C2)cc1 (stereo not given)	-21%	-3%	-0.3	-1%	10%	0%	-1%	5
COc1cccc(C(=O)C2CCCN(Cc3cccn3-c3cccnc3)C2)c1 (stereo not given)	3%	0%	-0.6	6%	4%	-2%	-13%	-3
COc1ccc(N2C(=O)CC(c3ccccc3)C2=O)cc1 (stereo not given)	2%	1%	-3.6	7%	2%	-6%	0%	-1
c1ccc2oc(-c3[nH]ncc3CN(Cc3ccncc3)CC3CCCO3)cc2c1 (stereo not given)	5%	-2%	-1.7	-10%	1%	-17%	-7%	3
COc1ccc(CCNC(=O)c2cc(C(=O)c3cc(Cl)ccc3O)cn(CCc3ccc(OC)cc3)c2=O)cc1	-7%	-2%	-0.7	-8%	4%	?	-6%	-1
O=C(Nc1nccs1)C1CCCN(S(=O)(=O)c2cccc3cccnc23)C1 (stereo not given)	4%	-1%	-2.2	-5%	0%	-5%	-5%	-1
CN(C)C(CNC(=O)c1ccc2nc[nH]c2c1)c1ccccc1 (stereo not given)	3%	5%	-0.4	5%	-2%	12%	5%	0
S=c1[nH]nc(-c2ccncc2)n1/N=C/C=C/c1ccccc1	-34%	3%	0.9	-2%	0%	-3%	-26%	7
CCC(C)[C@H](NC(=O)N1CC(=O)Nc2ccccc21)C(=O)N1CCC[C@@H]1C(=O)O (stereo not given in full)	1%	3%	1.6	-1%	-2%	?	1%	-1
CCN(CC)CCCC(C)NC(=O)c1cccc(S(=O)(=O)N2CCc3ccccc32)c1 (stereo not given)	1%	1%	-0.6	0%	19%	13%	-14%	-3
CCOC(=O)c1c(NC(=O)Cn2nc(C(F)(F)F)cc2C)sc(C)c1C	-2%	2%	0.4	8%	-9%	5%	27µM*	3
NC(=O)CC(NC(=O)Cc1cccc2ccccc12)c1ccc(NCc2cc(F)ccc2F)c([N+](=O)[O-])c1 (stereo not given)	5%	0%	-3.0	-21%	9%	3%	-4%	-9
Cc1ccc(S(=O)(=O)N2C[C@H]3C(=O)C[C@@H](c4cccc(C)c4)N(S(=O)(=O)c4ccc(C)cc4)[C@H]3C[C@H]2c2ccccc2)cc1	-1%	/	-1.8	-2%	-5%	1%	-5%	-4
Cc1cc(C2=NNC(=NCCc3ccccc3)SC2)c(C)n1CC1CCCO1 (stereo not given)	0%	2%	-1.7	-2%	-2%	5%	-18%	-18
CC1CCCCC12NC(=O)N(CC(=O)OCc1c(F)cccc1Cl)C2=O (stereo not given)	-17%	2%	-8.2	-8%	12%	-12%	2%	3
Cc1ccccc1-n1c(SC(C)C(=O)N2CCN(C)CC2)nc2ccccc2c1=O (stereo not given)	4%	0%	0.4	0%	-14%	-12%	-8%	0
CCOc1ccc(NC(=O)C(=O)NCC2CCCN2CC)cc1 (stereo not given)	-3%	?	-0.5	-6%	3%	-3%	-5%	/
COc1cccc(NC2=NCC(=O)N2Cc2cccs2)c1	5%	0%	1.0	-5%	3%	5%	-5%	-3
O=C(CCc1nc2ccccc2c(=O)[nH]1)NNC(=O)c1cccc(Cl)c1	-17%	0%	-0.1	3%	9%	-2%	0%	-15
CN(CC(=O)Nc1ccccc1Cl)C(=O)C1CSC2(C)CCC(=O)N12 (stereo not given)	-4%	2%	-9.0	-4%	0%	0%	-6%	6
C[C@H](CO)N1C[C@H](C)[C@@H](CN(C)CC2CCCCC2)Oc2c(NC(=O)CCC(F)(F)F)cccc2C1=O	?	?	1.7	?	-42%[inhibitor]	?	-15%	3
COc1cc(C#Cc2c(-c3cncn3C)n(C)c3ccc(-c4ccc(OC)nc4)cc23)cc(OC)c1	-3%	2%	-0.3	-8%	-3%	-18%	-13%	43

An excerpt from above, reduced to CCT chaperon mod, EPAC2 antagonist and EPAC1 agonist:
compound,CCT chaperon mod,EPAC2 antagonist,EPAC1 agonist
Cc1ccccc1-n1c(SC(C)C(=O)N2CCN(C)CC2)nc2ccccc2c1=O (stereo not given),0.4,0%,-14%
CCOc1ccc(NC(=O)C(=O)NCC2CCCN2CC)cc1 (stereo not given),-0.5,-6%,3%
COc1cccc(NC2=NCC(=O)N2Cc2cccs2)c1,1.0,-5%,3%
O=C(CCc1nc2ccccc2c(=O)[nH]1)NNC(=O)c1cccc(Cl)c1,-0.1,3%,9%

(next part)
SMILES	WRN helicase inh	MmCpn inh	CCT chaperon mod	EPAC2 antagonist	EPAC1 agonist	EPAC1 antag	PLK1 PBD inh	PI5P4Ka inh
CC(C)(C)c1ccc(CNc2ccc([N+](=O)[O-])cn2)cc1	-9%	3%	-3.4	-19%	8%	-20%	-12%	20
Cc1ccc(-c2cc(-c3ccccc3)nc(Cl)n2)cc1	-18%	-1%	3.3	-9%	13%	2%	2%	/
COc1cc(C2=NOC(C(=O)NCc3cccnc3)C2)cc(OC)c1OC (stereo not given)	-6%	3%	0.3	9%	-15%	7%	-6%	-3
CCOc1ccc(NC(=S)Nc2ccccc2C2CC2)cc1	-12%	2%	-1.7	-15%	1%	-14%	-13%	2
CONC(=O)C1CCN(C(=O)OCc2ccccc2)CC1	-17%	3%	-0.2	-7%	8%	-5%	-6%	3
O=C1CSC(c2cccc([N+](=O)[O-])c2)N1c1ccccc1F (stereo not given)	0%	-1%	-1.9	-1%	3%	-9%	-9%	1
Cc1cc(C)n(-c2ccc(C(=O)OCC(=O)c3ccc(Br)s3)cc2)n1	-8%	?	0.4	-1%	5%	-3%	-5%	?
CCOC(=O)c1c(C)[nH]c(C(=O)CN2CC(C)OC(C)C2)c1C (stereo not given)	1%	0%	2.7	7%	7%	-3%	-4%	/
O=C(C1=C(O)C(=O)N(Cc2ccco2)C1c1cccc([N+](=O)[O-])c1)c1ccco1 (stereo not given)	-28%	0%	-2.3	-2%	8%	14%	-16%	-14
N/C(=N\OC(=O)c1ccoc1)c1ccc(Br)cc1	-2%	-2%	-0.1	-14%	3%	5%	5%	6
COc1ccccc1CNC(=O)c1ccc2c(c1)OCO2	-3%[57.1 µM]	-1%	-0.6	-23%	6%	-8%	-5%	-4
COc1cccc(C(C)(O)c2nc(-c3cc4ccccc4o3)cs2)c1 (stereo not given)	4%	/	1.4	-2%	-9%	-15%	0%	31
COc1ccc(CN2C(=O)CCC2(C)c2nnnn2Cc2ccccc2)cc1 (stereo not given)	-6%	/	-9.0	9%	0%	7%	-17%	0
COc1ccc(OC)c(NS(=O)(=O)c2ccc(SC)cc2)c1	-6%	1%	1.9	-5%	3%	-14%	-5%	4
Cc1ccc(C)c(OCC(=O)Nc2ccc(C(=O)O)cc2NC(=O)COc2cc(C)ccc2C)c1	-6%	0%	0.6	-2%	-17%	-21%	-22%	4
COc1ccc(CNC(=O)CSc2nc3nc(C)cc(C)n3n2)cc1	8%	0%	4.0	14%	2%	17%	-6%	-2
CC1(C(=O)Nc2ccc3[nH]ncc3c2)CCN1C(=O)CCc1ccccc1 (stereo not given)	2%	/	0.2	-2%	10%	4%	-6%	4
Cc1ccc(C)c(OCCC(=O)OCC(=O)N2CCN(S(=O)(=O)c3ccc(Cl)cc3)CC2)c1	-15%	0%	0.9	-29%	1%	-8%	0%	0
CCn1c(SCc2ccc([N+](=O)[O-])cc2)nnc1C(C)NC(=O)c1ccccc1Br (stereo not given)	-5%	1%	0.5	2%	-9%	1%	?	/
COc1cccc(NS(=O)(=O)c2nc3nc(C)cc(C)n3n2)c1	0%	0%	-1.0	14%	-1%	-3%	-2%	-2
O=C(NCCOC(=O)c1ccncc1)c1ccccc1	2%	1%	0.0	6%	1%	-4%	-7%	6
CC(=O)Nc1ccc(C23CC4CC(CC(C4)C2)C3)cc1	-1%	1%	-9.9	-8%	15%	-6%	-2%	21
CCN(CC(=O)Nc1ccccc1C(F)(F)F)C(=O)c1ccccc1Cc1ccccc1	-5%	?	-2.9	-30%	-1%	?	-10%	5
Cc1ccc(S(=O)(=O)N2C[C@H]3C(=O)C[C@@H](c4ccccc4)N(S(=O)(=O)c4ccc(C)cc4)[C@H]3C[C@H]2c2ccccc2)cc1	-5%	/	-0.5	5%	3%	-19%	6%	-4
COc1cccc(Nc2nc(C)nc3c2oc2ccccc23)c1	-14%	-3%	0.3	8%	-4%	1%	-1%	3
